Screening results from PubChem.
Cdc42 wt: changes GTP binding to wildtype human Cdc42 | percent activity (GTP binding), % at 10 µM | 190,000 compounds, 0.2% hits | P60953 | GST-Cdc42 beads, Bodipy-GTP binding, flow cytometry; actives lie on both sides;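 active means percent activity GTP binding at least 20 points away from the 100% baseline, either down as inhibitor or up as activator; inconclusive means compound flagged as likely green fluorescent from well-wide comparison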;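 further: median bead fluorescence of bound Bodipy-FL-GTP at 100 nM; 0% = excess unlabeled GTP control and 100% = no compound control; below 100% means less GTP binding so inhibitor and above means activator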
Target sequence (P60953 whole entry, looked up): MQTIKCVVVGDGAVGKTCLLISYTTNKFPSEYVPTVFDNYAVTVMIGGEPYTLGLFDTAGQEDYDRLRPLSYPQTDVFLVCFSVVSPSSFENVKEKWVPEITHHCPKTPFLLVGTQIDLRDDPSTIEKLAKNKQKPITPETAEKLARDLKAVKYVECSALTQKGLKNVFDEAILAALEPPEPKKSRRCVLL
Rac1 act GTP bind: human Rac1 activated mutant GTP binding change. P63000. GST-Rac1 activated beads, fluorescent GTP binding, flow cytometry; actives lie on both sides; 100% means binding = to untreated wells. percent activity (GTP binding), % at 10 µM. 190,000 compounds, 0.11% hits;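 active means GTP binding at least 20 percentage points away from the 100% baseline, in either direction, so actives lie on both sides; inconclusive means Compound likely fluorescent itself, or too few beads counted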
HRas wt GTP bind: changes GTP binding to wildtype human HRas | GST-Ras wt beads, Bodipy-FL-GTP binding, flow cytometry; actives lie on both sides | GTP binding activity, % at 10 µM | 190,000 compounds, 0.14% hits;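 active means GTP binding activity at least 20% away from the 100% baseline, either lowered as inhibitor or raised as activator; inconclusive means flagged as likely green fluorescent, judged across all proteins in the well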;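 further: 0% = unlabeled GTP competition control and 100% = no-compound control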
Target sequence (P01112 whole entry, looked up): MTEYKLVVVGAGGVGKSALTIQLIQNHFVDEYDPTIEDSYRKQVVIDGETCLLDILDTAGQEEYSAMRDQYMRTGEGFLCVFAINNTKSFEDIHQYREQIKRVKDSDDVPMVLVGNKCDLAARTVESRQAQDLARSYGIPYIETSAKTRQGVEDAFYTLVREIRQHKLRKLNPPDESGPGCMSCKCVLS
Rac1 wt modul: modulators of human Rac1 wildtype GTP binding; GST-Rac1 beads, fluorescent GTP binding, flow cytometry; actives lie on both sides; 0 = cold GTP competed, 100 = untreated; 190,000 compounds, 0.27% hits; GTP binding activity (% of control), % at 10 µM; AID 757; P63000;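 active means GTP binding activity at least 20 points away from the 100% control level, either lower or higher; inconclusive means compound flagged as likely green fluorescent, judged across all proteins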
GSH bead fluor: GSH bead compound fluorescence profile; GSH beads flow cytometry, compound fluorescence 488/530 nm; hits give high values; 190,000 compounds, 0.25% hits; fluorescence (KMESF) at 10 µM; in the data active means fluorescence above about 89;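 further: glutathione beads carrying GST-tagged Bcl family fusion proteins plus one bare bead set; values are compound well signal with DMSO vehicle wells as background; inactives centre near 16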
Avidin fluor: avidin bead compound fluorescence profile; Avidin beads, compound fluorescence 488/530 nm, flow cytometry; hits give high values; fluorescence (KMESF) at 10 µM; 220,000 compounds, 0.38% hits; in the data active means fluorescence above about 47; further: inactives centre near 10
Pf gamet viab: P. falciparum stage V gametocyte viability inhibition. P. falciparum stage V gametocytes, ATP luminescence, 24 h. inhibition, % at 10.9 µM. 150,000 compounds, 0.065% hits;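 active means inhibition above the mean plus 3 SD of compounds within the control limits, set per campaign, cut at about 38% in these data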;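 further: 0% = DMSO wells and 100% = medium only without gametocytes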
ABCG2 inh: human ABCG2 inhibition, ABCB1 as counter-screen | Q9UNQ0 | IgMXP3 cells, JC-1 efflux, flow cytometry | inhibition, % at 6.6 µM | 190,000 compounds, 0.1% hits | AID 1325;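 active means inhibition above 80%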;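 further: 0% = DMSO and 100% = nicardipine control wells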
Target sequence (Q9UNQ0 whole entry, looked up): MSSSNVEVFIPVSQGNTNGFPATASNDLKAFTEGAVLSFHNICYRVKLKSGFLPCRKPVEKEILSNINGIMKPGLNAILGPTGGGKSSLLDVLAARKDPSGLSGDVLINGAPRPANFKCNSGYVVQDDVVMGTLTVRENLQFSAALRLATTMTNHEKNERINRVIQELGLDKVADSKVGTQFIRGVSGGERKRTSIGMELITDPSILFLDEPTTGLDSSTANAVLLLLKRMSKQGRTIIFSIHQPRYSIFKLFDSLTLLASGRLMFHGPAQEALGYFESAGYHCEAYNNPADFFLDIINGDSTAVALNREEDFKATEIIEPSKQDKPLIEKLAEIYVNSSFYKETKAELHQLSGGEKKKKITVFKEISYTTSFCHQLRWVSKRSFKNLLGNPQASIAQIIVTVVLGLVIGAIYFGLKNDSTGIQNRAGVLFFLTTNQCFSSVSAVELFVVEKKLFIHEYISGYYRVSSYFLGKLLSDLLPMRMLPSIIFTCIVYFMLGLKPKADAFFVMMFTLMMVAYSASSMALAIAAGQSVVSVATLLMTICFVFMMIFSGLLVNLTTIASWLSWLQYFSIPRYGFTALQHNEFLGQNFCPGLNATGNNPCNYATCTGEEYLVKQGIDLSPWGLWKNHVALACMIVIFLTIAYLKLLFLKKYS
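Measure – % inhibition of efflux relative to nicardipine and DMSO · Test system – ABCG2 IgMXP3 and barcoded ABCB1 CCRF-Adr cell mix · Control set – nicardipine as high control, DMSO as low control · Compound – one concentration, 6.6 µM final · Signal – flow cytometry of retained JC-1 fluorescence · Timing – 10 min exposure at 25 °C with rotation, no wash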
ABCB1 block: human ABCB1 inhibition, ABCG2 as counter-screen. 190,000 compounds, 0.067% hits. P08183. inhibition, % at 6.6 µM. CCRF-Adr cells, JC-1 efflux, flow cytometry; in the data active means inhibition above about 40%;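 further: 0% = vehicle and 100% = reference inhibitor; higher value means more JC-1 retained so stronger ABCB1 efflux block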
Rab2 wt GTP: changes GTP binding to wildtype dog Rab2A, up or down; P61105; GST-Rab2 wt beads, Bodipy-GTP binding, flow cytometry; GTP binding activity, % at 10 µM; 190,000 compounds, 0.19% hits;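 active means GTP binding activity at least 20 points away from 100%, either lowered or raised; inconclusive means signal likely due to the compound's own green fluorescence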;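 further: 0% = beads with excess unlabeled GTP and 100% = no-compound control corrected for plate trend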
Rab7 wt GTP bind: alters GTP binding to wildtype dog Rab7. GST-Rab7 beads, fluorescent GTP binding, flow cytometry; actives lie on both sides; untreated = 100%, excess cold GTP = 0%. GTP binding activity (percent of control), % at 10 µM. 190,000 compounds, 0.055% hits. AID 758;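 active means fluorescent GTP binding to Rab7 beads changed by at least 20 points from the 100% baseline, either direction, mostly lower; inconclusive means compound itself probably fluorescent, or too few beads counted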;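 further: median green fluorescence of bound Bodipy-FL-GTP per Rab7 bead population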
Active calls of the source: *; ? = inconclusive; . = no result given. Not a hit list, and some 1.1% of all compounds hit somewhere here.

Below each SMILES: Cdc42 wt	Rac1 act GTP bind	HRas wt GTP bind	Rac1 wt modul	GSH bead fluor	Avidin fluor	Pf gamet viab	ABCG2 inh	ABCB1 block	Rab2 wt GTP	Rab7 wt GTP bind
O=C(COC(=O)c1cccc(S(=O)(=O)N2CCOCC2)c1)Nc1ncc(C(F)(F)F)cc1Cl
 : 97	94	99	96	57	7	-35	0	0.1	97	100
C=CCn1c(SCC(=O)NCCO)nc2sc(C)c(C)c2c1=O
 : 95	96	95	96	10	17	-16	5	0.5	95	99
O=C(c1ccc2c(c1)OCO2)n1nnc2ccccc21
 : 95	96	98	98	16	6	.	2	0.3	97	101
COc1cccc(-n2nnc3c(=O)n(CC(=O)Nc4cc(C)on4)cnc32)c1
 : 93	95	98	101	8	10	-8	6	-0.2	96	106
O=C(NCCCCCNC(=O)c1cccnc1)c1cccnc1
 : 96	96	96	96	47	19	.	1	0.0	97	94
COCCN(CCOC)C(=O)c1cc2sc3ccccc3c2s1
 : 107	102	104	103	22	7	-54	1	0.1	106	100
COc1cccc(-n2nnc3c(=O)n(CC(=O)N4CCCc5ccccc54)cnc32)c1
 : 102	101	102	106	11	6	.	11	0.8	102	104
C/C(=C\c1ccccc1)CN1CCN(c2cccc(Cl)c2)CC1
 : 100	97	101	100	26	17	.	7	0.8	98	100
O=C(O)c1ccc(CSc2nnc(COc3ccc(Cl)cc3Cl)o2)cc1
 : 100	96	98	99	24	7	.	0	-0.2	98	95
Nc1c(S(=O)(=O)c2cc(Cl)ccc2Cl)c2nc3ccccc3nc2n1CCN1CCOCC1
 : 102	100	100	102	18	7	.	3	1.4	99	98
O=c1oc2ccccc2cc1-c1csc(Nc2ccc(O)cc2)n1
 : 95	97	93	95	26	9	-15	1	-0.1	93	95
CCOC(=O)c1sc(=S)n(-c2ccc(Cl)cc2)c1C
 : 104	102	103	105	21	19	.	2	0.9	102	103
N/C(=N\OC(=O)c1ccc2c(c1)OCO2)c1cccc([N+](=O)[O-])c1
 : 92	95	91	92	17	8	.	0	7.1	91	94
Nn1c(SCC(=O)N2CCCc3ccccc32)nnc1-c1ccccc1
 : 98	95	96	97	19	37	15	3	0.8	93	90
CN(C)C(CNC(=O)c1cccc(S(=O)(=O)N2CC3(C)CC2CC(C)(C)C3)c1)c1ccco1 (stereo not given)
 : 97	95	95	95	26	17	18	6	7.6	96	95
CSc1ncccc1C(=O)N1CCCC(C(=O)c2ccc3ccccc3c2)C1 (stereo not given)
 : 96	94	98	98	14	3	20	4	1.0	99	103
O=C(NCCCN1CCOCC1)c1ccc(NC(=O)C2COc3ccccc3O2)cc1 (stereo not given)
 : 98	97	98	99	27	12	-12	3	0.6	100	103
CCOc1cc(S(=O)(=O)NC2CCCCC2)ccc1F
 : ?	?	?	?	13	15	-35	1	0.1	?	?
CCn1c(SCC(=O)NC2CCS(=O)(=O)C2)nnc1-c1ccccc1 (stereo not given)
 : 96	97	98	100	19	6	28	2	0.8	94	98
COC(=O)C1=C(Nc2ccc(C)cc2)C=C(C)C(C(=O)OC)C1c1ccc(F)cc1 (stereo not given)
 : 100	98	102	105	20	10	11	-13	-1.2	99	104

Reprinted at random: six records from the list
Below each SMILES: Cdc42 wt	Rac1 act GTP bind	HRas wt GTP bind	Rac1 wt modul	GSH bead fluor	Avidin fluor	Pf gamet viab	ABCG2 inh	ABCB1 block	Rab2 wt GTP	Rab7 wt GTP bind
CN(C)C(CNC(=O)c1cccc(S(=O)(=O)N2CC3(C)CC2CC(C)(C)C3)c1)c1ccco1 (stereo not given)
 : 97	95	95	95	26	17	18	6	7.6	96	95
CSc1ncccc1C(=O)N1CCCC(C(=O)c2ccc3ccccc3c2)C1 (stereo not given)
 : 96	94	98	98	14	3	20	4	1.0	99	103
N/C(=N\OC(=O)c1ccc2c(c1)OCO2)c1cccc([N+](=O)[O-])c1
 : 92	95	91	92	17	8	.	0	7.1	91	94
COc1cccc(-n2nnc3c(=O)n(CC(=O)Nc4cc(C)on4)cnc32)c1
 : 93	95	98	101	8	10	-8	6	-0.2	96	106
COCCN(CCOC)C(=O)c1cc2sc3ccccc3c2s1
 : 107	102	104	103	22	7	-54	1	0.1	106	100
O=C(COC(=O)c1cccc(S(=O)(=O)N2CCOCC2)c1)Nc1ncc(C(F)(F)F)cc1Cl
 : 97	94	99	96	57	7	-35	0	0.1	97	100

Remaining list, next part:
Below each SMILES: Cdc42 wt	Rac1 act GTP bind	HRas wt GTP bind	Rac1 wt modul	GSH bead fluor	Avidin fluor	Pf gamet viab	ABCG2 inh	ABCB1 block	Rab2 wt GTP	Rab7 wt GTP bind
Cn1cccc1C(=O)NC(=O)COC(=O)CNS(=O)(=O)c1ccc(Br)cc1
 : 99	98	98	99	32	13	.	-1	-0.7	100	97
O=C(C1CCCN(S(=O)(=O)c2ccccc2[N+](=O)[O-])C1)N1CCN(c2ccccc2)CC1 (stereo not given)
 : 101	97	98	101	11	9	.	25	3.7	98	97
O=c1c2ccccc2c(/C=N/c2n[nH]c(CCCO)n2)c(O)n1-c1ccccc1Cl
 : 101	99	101	101	17	14	-12	2	0.1	105	103
CCC1(C)Cc2c(sc3nc(SCC(=O)O)[nH]c(=O)c23)CO1 (stereo not given)
 : 97	98	98	101	36	11	.	0	0.2	97	98
COc1cc(-c2nc3cnccn3c2Nc2ccc(C)cc2)ccc1O
 : 100	98	97	101	26	4	-18	2	0.3	97	95
CN(C)S(=O)(=O)c1cccc(NC(=S)N2CCCCC2CO)c1 (stereo not given)
 : 91	94	95	95	11	20	.	0	0.1	94	98
COc1ccc(C(=O)Nc2ccc3nc(N4CCCCC4)cc(C)c3c2)c(OC)c1
 : 101	98	102	105	11	4	10	4	2.3	103	102
O=C(CN1CCC(NC(=O)c2ccc(Br)cc2)CC1)NCc1cccs1
 : 98	96	98	101	8	11	14	0	0.0	100	105
Cc1ccc(S(=O)(=O)N2C=CC(C(F)(F)F)=NCC2)cc1
 : 104	101	102	104	16	41	.	1	0.2	100	101
O=C(O)c1ccccc1SC1CC(=O)N(c2ccc3c(c2)OCO3)C1=O (stereo not given)
 : 95	96	93	98	12	12	8	3	0.0	94	98
FC(F)(F)COc1nc(OCC(F)(F)F)nc(N2CCN(c3ccccc3)CC2)n1
 : 105	100	103	103	14	36	23	4	0.3	101	98
CCCCC(=O)Nc1cccc(C(=O)N/N=C/c2ccc(OC)cc2OC)c1
 : 98	98	98	97	10	1	-5	-1	-0.4	97	99
CN(Cc1ccccc1)C(=O)c1[nH]cnc1C(=O)N[C@@H](CCCCNC(=O)OC(C)(C)C)C(=O)OC(C)(C)C
 : 94	92	93	93	12	7	.	5	1.1	93	92
Cc1cc(NC(=O)c2ccc3c(c2)C(=O)N(C(C)(C)C)C3=O)no1
 : 96	98	98	98	21	4	2	0	-0.3	99	102
Cc1ccc(SCC(=O)Nc2cc(C)on2)cc1
 : 101	99	100	103	51	4	8	0	0.3	100	102
Cc1cccc(OCc2nc(C#N)c(NCCN(C)C)o2)c1
 : 95	97	96	95	26	6	.	0	-0.6	96	98
Nc1cc(-c2nn[nH]n2)ccc1F
 : 101	97	99	97	21	8	17	0	-0.1	101	98
O=C1CCc2cc(S(=O)(=O)NCCC(=O)N3CCN(c4cccc(Cl)c4)CC3)ccc2N1
 : 97	97	101	104	20	33	0	22	0.8	100	101
CCNS(=O)(=O)c1ccc(CCC(=O)NC2CCCC2)cc1
 : 106	100	100	101	9	16	-17	6	0.2	101	102
Nc1ccc2c(c1)OCCOCCOCCOCCOCCO2
 : 94	97	97	97	13	12	-1	3	1.1	97	105
CCOC(=O)Cn1ccc(-c2ccccc2)c(C#N)c1=O
 : 93	93	95	101	13	7	0	3	0.4	93	96
On1c(-c2ccc(Cl)cc2)nc2ccccc21
 : 101	95	97	98	12	23	-12	3	1.1	98	96
C/C(=N\NC(=S)Nc1ccc(C(C)C)cc1)c1ccc2c(c1)OCO2
 : 91	92	98	93	16	10	15	0	-0.4	99	102
Cc1nn(-c2nc(-c3ccco3)cc(C(F)(F)F)n2)c(C)c1Br
 : 105	101	104	111	8	9	.	3	0.2	106	104
CCC(C)(C)NC(=O)C1CCN(c2nc(C)cc(C)n2)CC1
 : 102	98	100	107	23	32	.	35	1.8	102	104
CN(C(=O)c1ccc2c(c1)SC1=NS(=O)(=O)CCN12)C(c1ccccc1)c1ccccc1
 : 102	100	101	102	10	12	.	-5	0.1	98	101
COC(=O)c1ccc(/C=C/C(=O)c2cccc(OC)c2)cc1
 : 101	99	98	105	13	13	-32	2	-9.7	98	100
CCCCCCOC(=O)Nc1ccc(S(=O)(=O)Nc2cccc([N+](=O)[O-])c2)cc1
 : 99	100	101	103	7	12	-8	1	-0.3	100	99
CS(=O)(=O)c1nc(-c2cccs2)cc(C(F)(F)F)n1
 : 106	104	102	110	11	7	.	3	0.3	103	107
OCCN=C1CCCc2c1[nH]c1ccc(Br)cc21
 : 98	98	98	102	14	7	.	16	-1.4	98	99
COc1ccc(CCNC(=O)c2cc(-c3cc(C)c(C)cc3O)n[nH]2)cc1OC
 : 100	97	99	104	22	90*	-21	15	0.7	98	102
Oc1ccc(-c2nnc(-c3ccccc3)c(-c3ccccc3)n2)cc1
 : 99	97	96	99	11	11	.	2	0.2	97	97
COc1ccc([N+](=O)[O-])cc1NC(=O)C1(c2ccc(OC)c(OC)c2)CCOCC1
 : 97	97	99	99	9	9	-26	22	1.6	98	104
COc1ccccc1NC(=O)c1ccc(CSc2ncccn2)cc1
 : 97	95	96	100	26	9	.	7	0.9	96	98
O=C(CN1CCN(C(=O)c2ccco2)CC1)Nc1cc(C(F)(F)F)ccc1Cl
 : 103	100	102	108	22	26	.	12	1.5	100	101
COc1ccc2cc3c(N)c(C(=O)N4CCCC4)sc3nc2c1
 : 102	101	102	104	11	8	1	-4	-1.1	101	104
Nc1nnc(SCc2ccccc2)n1-c1ccccc1
 : 101	98	99	103	14	5	11	0	0.1	97	98
Cc1cccc(-n2c(O)c(C=NCCCN3CCOCC3)c3ccccc3c2=O)c1
 : 97	95	98	97	32	14	-48	8	1.6	96	93
O=C(O)C1CCN(C(=O)OCc2ccccc2)CC1
 : 105	100	105	101	16	11	.	4	0.9	103	99
